ADAM17 inh = inhibitors of human ADAM17. recombinant ADAM17, EDANS/DABCYL FRET peptide cleavage. inhibition, % at 6.95 µM. hit rate 0.83% among 370,000. AID 720648;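 active means inhibition above the mean of compounds lying between control limits plus 3 SD, set per campaign, cut at about 8.5% in these data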;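 further: 0% = DMSO-only wells as the low control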
MBD2 DNA inh = blocks human MBD2 binding to methylated DNA; Q9UBB5; TR-FRET, MBD2 binding to methylated oligonucleotide; inhibition, % at 4.4 µM; hit rate 0.31% among 370,000; AID 686964; in the data active means inhibition above about 13%
ARFGAP1 inh = rat ARFGAP1 inhibition. inhibition, % at 16.5 µM. Q62848. Arfgap1-stimulated ARF1 GTP hydrolysis, GDP FP detection. AID 651572. hit rate 0.26% among 360,000;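 active means inhibition above a per-plate limit, mean inhibition of low control wells plus 3 SD, cut at about 25% in these data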;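 further: 0% = DMSO wells with enzyme and 100% = wells lacking Arfgap1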
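Assay system: Rat Arfgap1 GAP domain (His6, aa 1-136), purified enzyme | Buffer or medium: HEPES 25 mM pH 7.5, NaCl 150 mM, MgCl2, DTT | Schedule: GTP hydrolysis reaction 2 h at 25 °C | Signal: FP of antibody-bound GDP Alexa 633 tracer, ex 620/em 688 nm | Measure: Percent inhibition of Arfgap1-stimulated GTP hydrolysis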
DDE Tn6 FP inh = disrupts Tn6 cyclic peptide binding to fibrin D-Dimer-E complex | inhibition, % at 8.3 µM | AID 720509 | Fibrin DD(E) TRITC-Tn6 fluorescence polarization displacement | P02675 | hit rate 0.21% among 370,000;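 active means inhibition above a per-campaign cutoff: mean of compounds within control limits plus 3 SD, cut at about 15% in these data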;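 further: 0% = median of all compound wells on the plate and 100% = blocking peptide control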
UHRF1 binding = blocks human UHRF1 binding to methylated DNA. UHRF1 binding to methylated oligo, TR-FRET. Q96T88. inhibition, % at 4.4 µM. hit rate 0.75% among 370,000. AID 687016; in the data active means inhibition above about 21%;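 further: UHRF1 SRA domain binding a hemimethylated CpG hairpin DNA probe; 0% = median of test compound wells and 100% = reference inhibitor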
ASAP1 GAP inh = ASAP1 ArfGAP inhibition. Q9ULH1. hit rate 0.19% among 360,000. inhibition, % at 16.5 µM. ASAP1-stimulated ARF1 GTP hydrolysis, GDP FP detection; in the data active means inhibition above about 25%;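 further: 0% = vehicle with enzyme and substrate and 100% = no enzyme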
PLC-gamma1 inh = PLC-gamma1 (human) inhibition, primary screen; inhibition, % at 12.2 µM; purified PLC-gamma1, fluorogenic substrate, fluorescence; P19174; hit rate 0.84% among 370,000; in the data active means inhibition above about 9.5%
PLC-beta3 inh = blocks human PLC-beta3 enzyme activity. Purified PLC-beta3, fluorogenic substrate, fluorescence. hit rate 0.18% among 370,000. inhibition, % at 12.2 µM; in the data active means inhibition above about 11%;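 further: 0% = median of compound wells on plate and 100% = full blocker control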
proKLK7 act = proKLK7 (human) activation, primary screen; purified proKLK7, EDANS-DABCYL substrate fluorescence; 100% is mature enzyme control, 0% vehicle; activation, % at 7 µM; hit rate 0.9% among 370,000;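 active means activation above the mean of all tested compounds plus 3 SD, computed per campaign excluding outliers beyond control limits, cut at about 13% in these data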
DDE Tn7 FP inh = disrupts Tn7 cyclic peptide binding to fibrin D-Dimer-E complex | FP displacement of FITC-Tn7 peptide from fibrin DD(E); 0% = median of compound wells per plate | inhibition, % at 8.3 µM | hit rate 0.13% among 370,000;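 active means inhibition above the mean of compounds falling within the control limits plus 3 SD of them, cut at about 14% in these data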;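 further: 0% = plate median of compound wells and 100% = 10 µM Aha-Tn7 peptide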
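assay system = human clot-derived fibrin DD(E) complex | quantity = Fibrin-DD(E) at 2 µM final | timing = 10 min preincubation, 3 h with tracer, room temperature | signal = fluorescence polarization | measure = percent inhibition | benchmarks = high control wells with 10 µM unlabelled Aha-Tn7 peptide (full inhibition) | replicates = singlicate testing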
The depositor's hits bear a star. Random draw from the library. Share with any hit: about 4.1%.

no.	ADAM17 inh	MBD2 DNA inh	ARFGAP1 inh	DDE Tn6 FP inh	UHRF1 binding	ASAP1 GAP inh	PLC-gamma1 inh	PLC-beta3 inh	proKLK7 act	DDE Tn7 FP inh	canonical_smiles
1	-7	2	8	-6	1	-8	-30	-39	0.5	0	Cc1cc(N2C(=O)C(O)=C(C(=O)c3ccc(C)o3)C2c2cccs2)no1 (stereo unspecified)
2	-1	-5	1	-3	-1	-3	2	-1	-0.2	0	Cc1nn(-c2ncc(C(F)(F)F)cc2Cl)c(=O)n1-c1cccc(F)c1
3	-7	-8	4	-3	-4	-13	-8	-18	1.3	4	CCOC(=O)COc1ccc(Br)cc1/C=C1\SC(N)=NC1=O
4	0	1	-6	3	0	9	-2	-7	0.0	8	CC1CCCCC12NC(=O)N(CC(=O)Nc1ccc3c(c1)OCO3)C2=O (stereo unspecified)
5	-3	-1	2	-3	-2	-2	0	-2	-0.4	6	NS(=O)(=O)c1cccc(NC(=O)COC(=O)C2CCCCC2)c1
6	3	-3	2	0	-2	-14	5	-2	-0.2	-10	Cn1c(CCNC(=O)c2ccccc2)nc2cc(NC(=O)c3ccco3)ccc21
7	0	-2	0	0	4	-4	6	-5	-0.4	-5	CCN(C(=O)CSc1ncnc2sc(C)c(C)c12)C1CCS(=O)(=O)C1 (stereo unspecified)
8	1	1	6	8	2	1	-4	-9	0.4	1	O=C(COC(=O)Cc1ccccc1F)Nc1ccc2[nH]c(=O)[nH]c2c1
9	-150	-6	15	0	2	10	-81	-120	5.3	-1	Cc1ccc2nc(-c3ccc4c(c3)OCCO4)cn2c1
10	3	3	3	13	0	-6	1	3	0.0	8	C[C@H]1CN([C@@H](C)CO)C(=O)c2cc(Br)cnc2O[C@@H]1CN(C)S(=O)(=O)c1cn(C)cn1
11	1	-4	1	6	0	12	2	-7	-0.4	-5	COc1ccc(N2CCN(S(=O)(=O)c3c(C(=O)N4CCOCC4)c(C)n(C)c3C)CC2)cc1
12	0	-6	11	3	-1	12	2	1	0.3	-5	COc1ccc(-n2c(C)cc(C(=O)CN3CCC(C)CC3)c2C)cc1
13	-1	-1	-8	3	0	-7	1	1	0.3	7	Cc1nnc(SCCOc2ccccc2)s1
14	2	-4	7	-5	0	7	2	2	0.4	3	CC1=NN(C(=O)c2ccc(Cn3ccc([N+](=O)[O-])n3)cc2)C(O)(C(F)(F)F)C1 (stereo unspecified)
15	5	-4	-11	3	5	-1	3	4	-0.2	0	CC(C)n1nc(C(=O)OCC(=O)N(C)C2CCS(=O)(=O)C2)c2ccccc2c1=O (stereo unspecified)
16	-2	1	16	6	-2	7	-3	-13	0.0	-2	CC(=O)c1ccc(NC(=O)CCCN2C(=O)COc3ccc(C)cc32)cc1
17	3	0	1	6	-1	10	2	-5	0.6	-2	C/C(CC(=O)NCCc1ccccc1)=N\NC(=O)COc1ccc(Br)cc1
18	-1	3	2	4	3	1	-2	-7	0.2	-3	COc1cccc(C(=O)NNS(=O)(=O)c2ccc(F)cc2)c1
19	-3	3	-3	1	0	-1	-1	-1	1.0	-2	C[C@H](NC(=O)C1CCN(S(=O)(=O)c2ccccc2)CC1)C(=O)NCc1ccc(Cl)c(Cl)c1
20	-3	5	8	-1	11	0	-6	-7	0.0	-1	Cc1ccc(-c2nc(=S)c3c(n2CCN2CCOCC2)CC(C)(C)OC3)cc1
21	-8	3	-6	-8	6	-3	5	10	0.6	-1	O=C(Nc1ccccc1)Nc1nncs1

Structural class, those above with a carbonyl joined to an NH by a bond outside any ring
no.	ADAM17 inh	MBD2 DNA inh	ARFGAP1 inh	DDE Tn6 FP inh	UHRF1 binding	ASAP1 GAP inh	PLC-gamma1 inh	PLC-beta3 inh	proKLK7 act	DDE Tn7 FP inh	canonical_smiles
4	0	1	-6	3	0	9	-2	-7	0.0	8	CC1CCCCC12NC(=O)N(CC(=O)Nc1ccc3c(c1)OCO3)C2=O (stereo unspecified)
5	-3	-1	2	-3	-2	-2	0	-2	-0.4	6	NS(=O)(=O)c1cccc(NC(=O)COC(=O)C2CCCCC2)c1
6	3	-3	2	0	-2	-14	5	-2	-0.2	-10	Cn1c(CCNC(=O)c2ccccc2)nc2cc(NC(=O)c3ccco3)ccc21
8	1	1	6	8	2	1	-4	-9	0.4	1	O=C(COC(=O)Cc1ccccc1F)Nc1ccc2[nH]c(=O)[nH]c2c1
16	-2	1	16	6	-2	7	-3	-13	0.0	-2	CC(=O)c1ccc(NC(=O)CCCN2C(=O)COc3ccc(C)cc32)cc1
17	3	0	1	6	-1	10	2	-5	0.6	-2	C/C(CC(=O)NCCc1ccccc1)=N\NC(=O)COc1ccc(Br)cc1
18	-1	3	2	4	3	1	-2	-7	0.2	-3	COc1cccc(C(=O)NNS(=O)(=O)c2ccc(F)cc2)c1
19	-3	3	-3	1	0	-1	-1	-1	1.0	-2	C[C@H](NC(=O)C1CCN(S(=O)(=O)c2ccccc2)CC1)C(=O)NCc1ccc(Cl)c(Cl)c1
21	-8	3	-6	-8	6	-3	5	10	0.6	-1	O=C(Nc1ccccc1)Nc1nncs1

Look-ups from above.
COc1cccc(C(=O)NNS(=O)(=O)c2ccc(F)cc2)c1 in DDE Tn7 FP inh is listed with -3
COc1ccc(N2CCN(S(=O)(=O)c3c(C(=O)N4CCOCC4)c(C)n(C)c3C)CC2)cc1 in proKLK7 act is listed with -0.4

Bioassay records deposited in PubChem BioAssay by The Scripps Research Institute Molecular Screening Center.
